Source: PubChem BioAssay (University of Kansas High Throughput Screening Laboratory)
mHTT CaM bind: disrupts binding of mutant huntingtin to calmodulin; P42858; AlphaScreen His-mHTT/GST-CaM binding, luminescence; inhibition, % at 15 µM; 3.6% of 190,000 active;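 note: 0% = both proteins with DMSO and 100% = one protein alone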
Target sequence (P42858 whole entry, looked up, stated change not applied): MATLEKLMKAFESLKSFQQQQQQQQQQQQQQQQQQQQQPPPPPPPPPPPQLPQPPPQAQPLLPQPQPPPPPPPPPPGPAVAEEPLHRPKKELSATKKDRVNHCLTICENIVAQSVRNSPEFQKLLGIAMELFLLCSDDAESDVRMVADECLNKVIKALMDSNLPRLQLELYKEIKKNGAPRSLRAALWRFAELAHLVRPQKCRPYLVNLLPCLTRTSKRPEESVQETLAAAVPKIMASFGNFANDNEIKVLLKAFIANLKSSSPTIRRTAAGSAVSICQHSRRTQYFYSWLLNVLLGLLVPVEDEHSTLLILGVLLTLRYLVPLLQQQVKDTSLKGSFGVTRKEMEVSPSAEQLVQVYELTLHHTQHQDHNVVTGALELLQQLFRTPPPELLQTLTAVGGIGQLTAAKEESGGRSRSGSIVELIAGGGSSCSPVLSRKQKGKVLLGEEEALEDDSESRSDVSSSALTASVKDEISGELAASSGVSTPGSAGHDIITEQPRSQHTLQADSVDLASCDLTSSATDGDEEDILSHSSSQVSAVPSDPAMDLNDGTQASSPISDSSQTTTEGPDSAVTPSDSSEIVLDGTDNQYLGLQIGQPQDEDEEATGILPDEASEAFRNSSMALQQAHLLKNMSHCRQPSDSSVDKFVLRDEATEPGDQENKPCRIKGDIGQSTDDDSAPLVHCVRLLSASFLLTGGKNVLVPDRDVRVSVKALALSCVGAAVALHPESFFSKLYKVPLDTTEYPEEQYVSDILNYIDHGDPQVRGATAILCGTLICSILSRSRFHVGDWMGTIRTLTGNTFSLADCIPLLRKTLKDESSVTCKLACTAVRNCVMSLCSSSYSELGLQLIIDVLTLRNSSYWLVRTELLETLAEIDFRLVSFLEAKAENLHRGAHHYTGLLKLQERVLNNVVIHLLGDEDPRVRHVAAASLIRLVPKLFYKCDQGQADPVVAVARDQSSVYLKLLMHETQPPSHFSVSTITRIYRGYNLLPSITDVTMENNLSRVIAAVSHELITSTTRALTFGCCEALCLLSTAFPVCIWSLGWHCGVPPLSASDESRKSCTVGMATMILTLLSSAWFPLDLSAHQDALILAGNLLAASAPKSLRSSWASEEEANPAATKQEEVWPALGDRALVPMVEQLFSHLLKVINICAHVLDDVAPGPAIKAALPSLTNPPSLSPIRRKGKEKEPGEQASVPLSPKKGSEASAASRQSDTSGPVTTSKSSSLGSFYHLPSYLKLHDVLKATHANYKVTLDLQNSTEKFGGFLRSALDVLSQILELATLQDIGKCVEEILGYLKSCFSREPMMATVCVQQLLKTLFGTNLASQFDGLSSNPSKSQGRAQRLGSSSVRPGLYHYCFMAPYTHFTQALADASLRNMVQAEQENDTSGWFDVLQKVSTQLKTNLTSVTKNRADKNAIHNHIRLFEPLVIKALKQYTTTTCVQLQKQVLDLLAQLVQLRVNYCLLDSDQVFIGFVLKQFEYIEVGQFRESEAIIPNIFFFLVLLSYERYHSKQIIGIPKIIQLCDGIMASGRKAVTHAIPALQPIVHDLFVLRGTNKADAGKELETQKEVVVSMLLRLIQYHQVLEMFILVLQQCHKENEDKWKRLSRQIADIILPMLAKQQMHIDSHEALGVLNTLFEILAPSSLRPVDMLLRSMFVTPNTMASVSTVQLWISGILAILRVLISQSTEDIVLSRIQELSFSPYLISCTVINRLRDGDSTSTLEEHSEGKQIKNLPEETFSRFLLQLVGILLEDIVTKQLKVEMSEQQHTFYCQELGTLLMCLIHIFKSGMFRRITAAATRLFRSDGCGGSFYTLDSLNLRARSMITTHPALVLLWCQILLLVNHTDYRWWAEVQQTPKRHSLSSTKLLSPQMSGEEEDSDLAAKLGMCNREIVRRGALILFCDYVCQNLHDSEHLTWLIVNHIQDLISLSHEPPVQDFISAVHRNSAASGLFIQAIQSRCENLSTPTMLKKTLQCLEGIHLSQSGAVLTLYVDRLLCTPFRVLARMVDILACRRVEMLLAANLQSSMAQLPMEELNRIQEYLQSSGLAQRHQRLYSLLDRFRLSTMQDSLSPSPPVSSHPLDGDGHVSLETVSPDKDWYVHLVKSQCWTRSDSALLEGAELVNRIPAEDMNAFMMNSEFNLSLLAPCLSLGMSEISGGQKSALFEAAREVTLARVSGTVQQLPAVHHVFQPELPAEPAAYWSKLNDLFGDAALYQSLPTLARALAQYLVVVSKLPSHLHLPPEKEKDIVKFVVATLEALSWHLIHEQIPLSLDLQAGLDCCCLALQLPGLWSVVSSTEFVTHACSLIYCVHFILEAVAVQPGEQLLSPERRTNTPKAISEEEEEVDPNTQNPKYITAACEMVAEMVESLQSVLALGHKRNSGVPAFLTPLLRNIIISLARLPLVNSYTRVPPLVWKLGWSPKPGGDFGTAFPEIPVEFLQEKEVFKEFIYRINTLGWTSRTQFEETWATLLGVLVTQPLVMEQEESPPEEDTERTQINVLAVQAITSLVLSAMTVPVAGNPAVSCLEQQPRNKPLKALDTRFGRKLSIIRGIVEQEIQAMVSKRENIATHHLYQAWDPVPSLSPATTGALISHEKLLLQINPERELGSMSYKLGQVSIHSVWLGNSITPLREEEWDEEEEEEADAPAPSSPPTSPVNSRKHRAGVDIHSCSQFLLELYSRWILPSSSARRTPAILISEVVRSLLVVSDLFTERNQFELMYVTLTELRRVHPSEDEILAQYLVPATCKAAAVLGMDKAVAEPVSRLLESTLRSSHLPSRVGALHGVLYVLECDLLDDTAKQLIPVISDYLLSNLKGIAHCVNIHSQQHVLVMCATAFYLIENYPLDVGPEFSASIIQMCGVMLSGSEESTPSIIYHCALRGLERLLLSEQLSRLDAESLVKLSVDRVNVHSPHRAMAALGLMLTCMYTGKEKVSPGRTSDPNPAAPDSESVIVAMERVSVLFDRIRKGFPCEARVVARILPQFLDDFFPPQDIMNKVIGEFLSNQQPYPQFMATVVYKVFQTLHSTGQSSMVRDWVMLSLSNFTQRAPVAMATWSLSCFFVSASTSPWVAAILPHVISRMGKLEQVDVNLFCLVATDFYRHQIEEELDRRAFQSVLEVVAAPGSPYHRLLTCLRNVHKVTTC
Pf apPOL inh: Pf-apPOL DNA polymerase inhibition | Recombinant Pf-apPOL, molecular beacon fluorescence, 1.5 h | inhibition, % at 10 µM | 0.25% of 210,000 active
Active calls of the source: *; i = inactive; x = no result given; & = joins results of further samples. Cut-off read from the data, not from the text of the source: active = inhibition above about 50%; inactive = the rest.

molecule,mHTT CaM bind,Pf apPOL inh
NC(=O)c1cc2cc([N+](=O)[O-])ccc2oc1=Nc1ccc(Oc2ccccc2)cc1,26,-8
Cc1ccc(-c2nocc2CCC(=O)NCc2ccc(F)cc2)cc1,-10,-3
COc1ncccc1CN(C)S(=O)(=O)c1cccnc1,-1,3
COc1ccc(S(=O)(=O)N2CCC(C(=O)Nc3ccccc3C)CC2)c2cccnc12,11,-6
N#CC(=Cc1ccc(C(F)(F)F)cc1)c1csc2ccccc12,x,0
CCOC(=O)c1ccccc1NC(=O)C(C)n1nc(-n2cccn2)ccc1=O (centres undefined),-1,-7
Cc1ccc(C)c(N2CCN(C(=O)CCc3conc3-c3cccc(F)c3)CC2)c1,-2,-2
O=C(c1cccc(N2CCNC(c3ccccc3)C2)n1)N1CCCN(c2ncccn2)CC1 (centres undefined),0,-3
COc1ccccc1C(=O)N1CCCC(c2nnc(C)s2)C1 (centres undefined),-10,-7
CC(C)NC(=O)c1nnn(-c2cccc(C(F)(F)F)c2)c1N,3,-4
C=CCN(c1ccccc1)S(=O)(=O)c1ccc2[nH]cc(C(=O)NCc3ccccn3)c(=O)c2c1,12,3
CN(Cc1ccccc1)C(=O)c1n[nH]c(=O)c2ccccc12,1,-4
COc1ccc(-n2c(C)c(C(C)=O)c(C(C)=O)c2C)cc1OC,4,6
COc1cccc(N2CCN(C(=O)C3CCN(c4nc5cccnc5s4)CC3)CC2)c1,11,-4
CC(=O)Nc1ccc(NC(=O)c2ccc(-c3ccc([N+](=O)[O-])cc3Cl)o2)cc1,24,-4
Cc1cc(C)c(NC(=O)Cn2c3ccccc3c3nc4ccccc4nc32)c(C)c1,-2,0
CCc1cc(OCCNCc2ccco2)ccc1Cl,-4,-5
COc1ccc2c(Cl)c(C(=O)N3CCCCC3)sc2c1Cl,-7,2
O=C(c1cccs1)N1CCCCC1CCN1CCCCC1 (centres undefined),7,-11
Cc1noc(CNC(=O)COc2cccc3c2OC(C)(C)C3)n1,-5,-4

Next section; it opens with the 2 that closed the last part.
molecule,mHTT CaM bind,Pf apPOL inh
O=C(c1cccs1)N1CCCCC1CCN1CCCCC1 (centres undefined),7,-11
Cc1noc(CNC(=O)COc2cccc3c2OC(C)(C)C3)n1,-5,-4
O=C1OC(c2ccc(Cl)c([N+](=O)[O-])c2)=N/C1=C\c1ccc([N+](=O)[O-])cc1,4,3
N/C(=N\OC(=O)c1ccccc1Cl)c1ccccc1,i,-3
O=C1OC(/C=C/c2cccc([N+](=O)[O-])c2)=NC/1=C\c1cccnc1,4,0
COc1cccc(NS(=O)(=O)c2cc(Br)cc3c2N(C(C)=O)C(C)C3)c1 (centres undefined),7,-4
CCCCN1C(=O)C(C)(C(=O)NCc2cccc(C)c2)Oc2cccnc21 (centres undefined),-3,-7
Nc1c(Nc2ccc(C(=O)O)cc2)c2ccccc2oc1=O,25,-3
Cc1ccc(NC(=O)c2cc3ccccc3o2)cc1C,-10,2
N#CCCn1c2c(c3ccccc31)CCCC2,22,-8
CN(C)c1ccc(/C=C2\C(=O)NN(c3ccccc3)C2=O)cc1Br,4,8
Cn1c(SCC(=O)Nc2ccccc2C(F)(F)F)nc2c([nH]c3ccccc32)c1=O,1,-6
CCc1ccc(NC(=O)c2cn(C)c(=O)c3c2c2ccccc2n3C)cc1,3,-1
CCOc1ccc2ccccc2c1C(=O)NCCn1cnc(-c2ccccc2)cc1=O,5,-1
CCN(C(=O)C(C)C)C1CCCCC1,-11,x
CCn1c(=O)c2c(ncn2Cc2c(F)cccc2F)n(-c2ccc(F)cc2)c1=O,-6,0
O=S(=O)(Nc1ccc(Br)cc1)c1ccc2nc(-c3ccccc3)[nH]c2c1,5,1
O=C1OC(c2ccc([N+](=O)[O-])cc2Cl)=N/C1=C\C(Cl)=C\c1ccccc1,7,-3
Cc1ccc2[nH]cc(CCN3CC(C(=O)Nc4cccc(Br)c4)CC3=O)c2c1 (centres undefined),40,1
c1ccc(-c2c3c(nc4c2sc2sc5c(-c6ccccc6)c6c(nc5c24)CCC6)CCC3)cc1,x,-3
CCn1nc(C)c(CN(CC(C)C)C(=O)c2ccc(NC(C)=O)cc2)c1C,0,-12
CN(C)c1ccc(C(=O)Nc2cc(-c3cccs3)no2)cc1,-7,-2
CCNc1nc2ccccn2c(=O)c1/C=C1\SC(=O)N(CC)C1=O,1,-8
C1Cc2nn3c(c2C1)n1nc2c(c1n1nc4c(c31)CCC4)CCC2,-7,-2
O=C(Nc1ccc(F)cc1F)C1CCN(c2cc(C(=O)N3CCCC3)ccn2)CC1,-3,0
O=[N+]([O-])c1ccc(COc2ccc(-c3[nH]ncc3-c3nc4ccccc4s3)c(O)c2)cc1,100*,-7
COc1ccc(N2CC(c3nnc(NC(=O)Cc4cccc(F)c4)o3)CC2=O)cc1 (centres undefined),29,-3
Cc1csc(NC(=O)c2cnc3scc(C)n3c2=O)n1,-2,1
CC(C)c1cccc(NC(=O)C2CCCN(c3cnn(Cc4ccccc4)c(=O)c3)C2)c1 (centres undefined),11,-3
O=C(OCc1cn([C@@H]2CN(C(=O)c3cccs3)[C@@H](c3ccc(Cl)cc3)C[C@H]2O)nn1)c1ccccc1,16,1
O=S(=O)(Oc1ncccc1C(F)(F)F)c1cccc(F)c1,x,-1&1
CCCOC(=O)C1C2C=CC3(CN(CCc4ccccc4)C(=O)C13)O2 (centres undefined),2,2
O=C(Nc1cnc(N2CCCCC2)nc1)c1ccc(Br)o1,-6,-2
CCC(=O)Nc1cccc(-c2noc(C3CCN(C(=O)c4ccncc4)CC3)n2)c1,-3,0
Cc1c(C(=O)NCCCN2CCCCC2)oc2ccc(S(=O)(=O)N3CC(C)CC(C)C3)cc12 (centres undefined),6,-6
Cc1ccc(S(=O)(=O)Nc2cc(C)c(O)c(S(=O)(=O)c3ccc(C)cc3)c2)cc1,7,6
CN(C)C=Nc1ncccc1OCc1ccc(Cl)c(Cl)c1,x,-37
CCC(CC)C(=O)Nc1c2c(nn1-c1ccc(C)cc1C)CSC2,4,-5
COc1ccc(NC(=O)c2cc3c(CO)cnc(C)c3oc2=Nc2ccccc2)cc1Cl,7,-1
COC(=O)c1sccc1Oc1nccnc1C#N,x,4
CCCCCC(O)CCCC(=O)O (centres undefined),x,-4
Cc1c(Cl)cccc1S(=O)(=O)N1CCC(c2noc(-c3ccccc3)n2)CC1,-1,-2
CCOCCCNC(=O)NC1CCN(c2nc3ccccc3n(CC)c2=O)CC1,-3,-4
Cc1ccc(C(=O)N2CCc3c(c(-c4nc(-c5cccc(F)c5)no4)nn3C)C2)cc1C,0,-2
COc1ccc(CCC(=O)N2CCCC2c2cccc(C)c2)cc1 (centres undefined),4,-5
CC(C)NC(=O)C1=CCN(C(=O)c2ccc(F)cc2)CC1,0,-2
COc1cccc(CC(=O)N2CCC(c3cnn(-c4ccccc4)c3)CC2)c1,1,-2
COC(=O)c1sccc1NC(=O)N1CCc2nc[nH]c2C1,18,-4
O=[N+]([O-])c1cccc(CSc2nnc(-c3ccco3)n2-c2ccccc2)c1,30,-1
COCCC(=O)N1CCc2c(c(-c3nc(-c4ccc(F)cc4)no3)nn2C)C1,21,-6
COc1cc(/C=C2\C(=O)NC(=O)N(c3ccccc3C)C2=O)cc(OC)c1O,4,-2
O=C(Nc1ccc(N2CCCC2)c(Cl)c1)c1cccnc1,14,-3
CC(Oc1ccc(Cl)cc1Cl)C(=O)NC1=NCCS1 (centres undefined),x,8
N#Cc1cccnc1NNC(=O)c1nccnc1C(=O)O,x,0
Cn1c(CN2CCN(S(=O)(=O)C=Cc3ccccc3)CC2)nc2ccccc21,6,-10
COc1ccc(OC)c(C2C(C(=O)c3cccs3)=C(O)C(=O)N2Cc2cccnc2)c1 (centres undefined),-12,4
O=C(CSc1nc2sc(-c3ccccc3)cc2c(=O)n1-c1ccccc1)N1CCOCC1,-8,10
CC1(C(=O)Nc2ccccc2F)CC(c2ccccc2)=NO1 (centres undefined),-8,0
CC1(C)CC(=O)c2c(oc3ccc(NS(=O)(=O)c4cccs4)cc23)C1,9,-3
O=C1/C(=C/c2cc([N+](=O)[O-])ccc2O)Sc2ccccc21,73*,-8
CCN(CC)C(=O)C1CCCN(Cc2ccc(C)cc2)C1 (centres undefined),-3,-2
CCC(=O)N1CCc2cc(N3CC(C(=O)NCc4ccc(C)cc4)CC3=O)ccc21 (centres undefined),7,-2

Among those listed so far, these contain a nitro group on carbon:
molecule,mHTT CaM bind,Pf apPOL inh
NC(=O)c1cc2cc([N+](=O)[O-])ccc2oc1=Nc1ccc(Oc2ccccc2)cc1,26,-8
CC(=O)Nc1ccc(NC(=O)c2ccc(-c3ccc([N+](=O)[O-])cc3Cl)o2)cc1,24,-4
O=C1OC(c2ccc(Cl)c([N+](=O)[O-])c2)=N/C1=C\c1ccc([N+](=O)[O-])cc1,4,3
O=C1OC(/C=C/c2cccc([N+](=O)[O-])c2)=NC/1=C\c1cccnc1,4,0
O=C1OC(c2ccc([N+](=O)[O-])cc2Cl)=N/C1=C\C(Cl)=C\c1ccccc1,7,-3
O=[N+]([O-])c1ccc(COc2ccc(-c3[nH]ncc3-c3nc4ccccc4s3)c(O)c2)cc1,100*,-7
O=[N+]([O-])c1cccc(CSc2nnc(-c3ccco3)n2-c2ccccc2)c1,30,-1
O=C1/C(=C/c2cc([N+](=O)[O-])ccc2O)Sc2ccccc21,73*,-8

Carrying on:
molecule,mHTT CaM bind,Pf apPOL inh
COc1cccc(OC)c1OCCNCCO,-6,8
CC1C(=O)N(Cc2cn(CCC3OCCO3)nn2)CCS(=O)(=O)N1Cc1ccc(-c2ccncc2)cc1 (centres undefined),0,-8
Cc1ccc(S(=O)(=O)N2CCN(c3ncnc4sccc34)CC2)cc1,x,-11
Cc1ccc(C)c(NC(=O)C2CC(O)CN2C(=O)OCc2ccccc2)c1 (centres undefined),5,-2
CCc1c(-c2ccccc2)n(CCCOC)c2nc3c(c(=O)n(C)c(=O)n3C)n12,3,-7
COc1ccc([N+](=O)[O-])cc1/C=C1\NC(=O)N(Cc2ccc(Br)cc2)C1=O,14,-3
COc1cc(C)c(C)cc1S(=O)(=O)N(CCc1cccs1)Cc1cccnc1,-2,-1
OC1(Cc2ccccc2)CCNCC1,-2,-8&-8&-2
CCn1cc(C(=O)NN)c(=O)c2cc(F)c(N3CCCC3)cc21,25,3
Cn1c(=O)c(C(=O)NCc2cc(F)ccc2F)nc2cccnc21,1,0
NC(=O)C(NC(=O)c1ccc([N+](=O)[O-])cc1)C12CC3CC(CC(C3)C1)C2 (centres undefined),4,2
O=[N+]([O-])c1ccc(CSc2nnc(-c3cccnc3)n2Cc2ccccc2)cc1,7,-4
CC(C)=CCOc1ccc2c(C)c(-c3ccccc3)c(=O)oc2c1,-6,-2
Cc1nc(COc2ccccc2Cl)sc1-c1ccnc(N)n1,x,1&3
Cc1nc2scc(C)n2c(=O)c1N,-11,-1
COc1cccc(OC)c1CN1CCC(N(C)C)C(CO)C1 (centres undefined),-2,-1
COC(=O)c1ccc(CON=C(N)c2cc(Cl)c(N)c(Cl)c2)o1,x,-7&2
COc1ccc(-c2c(C)oc3c4c(ccc3c2=O)OCN(CC2CCCO2)C4)cc1 (centres undefined),6,-5
COc1ccc(OC)c(CN2CCN(Cc3ccc(OC)c(OC)c3)CC2)c1,1,-3
COc1cc(NC(=O)c2cccc([N+](=O)[O-])c2)c(OC)cc1NC(C)=O,-1,0
COc1cccc(C(=O)N=c2scc(C)n2CC(=O)N2CCCC2)c1,8,-6
COCCNC(=O)CC1CCN(S(=O)(=O)c2ccc(Cl)s2)CC1,-4,4
COc1cc(SC)ccc1C(=O)Nc1cccc(C)c1,-33,3
COc1ccc(CNc2cc(-n3nc(C)cc3C)ncn2)cc1,2,0
Cc1ccc(C2=CC(c3ccc(C)cc3)n3nc(CCCO)nc3N2)cc1 (centres undefined),24,-12
O=C(O)Cn1c(Cc2ccccc2)nc2ccccc21,-4,-2
Cc1ccc(S(=O)(=O)Nc2cc(S(N)(=O)=O)ccc2C)cc1,-6,1
CCOc1ccccc1NC(=O)C1(C)Oc2cccnc2NC1=O (centres undefined),-6,-2
Cc1c(C(=O)Nc2nccs2)nnn1-c1ccc2noc(-c3ccc(Cl)cc3)c2c1,19,-2
Cc1ccc([N+](=O)[O-])cc1NS(=O)(=O)c1ccc(C(C)(C)C)cc1,7,7
COc1cc(CN2CCC(C(=O)N3CCCCC3)CC2)ccc1OCc1ccccc1,7,-2
Cc1cc(C)c([N+](=O)[O-])c(C)c1C1C(C#N)=C(N)OC2=C1C(=O)CC(C)(C)C2 (centres undefined),14,-4
CN(C)c1ccc(Nc2cccc3nccnc23)cc1,61*,-8
COc1ccc(Cl)cc1S(=O)(=O)Nc1ccc2c(c1)NC(=O)C(C)(C)CO2,69*,-9
O=C(CN1CCN(C(=O)Nc2ccc(Br)cc2)CC1=O)NC1CCCCC1,3,-6
CCC1CCCCN1S(=O)(=O)c1ccc(NC(=O)/C=C/c2ccccc2Cl)cc1 (centres undefined),-15,8
CCOc1ccc(C2C(C#N)=C(N)Oc3c2oc(CO)cc3=O)cc1 (centres undefined),2,0
O=C1CC(c2cccs2)Cc2nc(NCc3ccccc3)ncc21 (centres undefined),-4,-2
CCOC(=O)N1CCC(NC(=O)Cc2sc(-c3ccccc3)nc2C)CC1,8,-13
CC(=O)NC(=O)c1cc2cc(Br)ccc2oc1=Nc1cccc(C#N)c1,8,1
O=C(CN1CCN(CC(=O)Nc2ccccc2Cl)CC1)Nc1ccc(F)c(F)c1,4,-4
CC(C)OC(=O)Cn1cnc2c(-c3ccccc3)csc2c1=O,-10,-4

Not all compounds are listed, so the mix of outcomes need not match the whole.
